# EP2 antag = human EP2 receptor antagonists, primary screen, TR-FRET cAMP, C6 glioma cells. Prostaglandin E2 receptor EP2 subtype (Homo sapiens), P43116. C6 glioma cells expressing human EP2; cells stimulated with saturating PGE2. inhibition, % at 25 µM. 260,000 compounds, 0.52% hits;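 active = percent inhibition above 40 after rounding to a whole number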;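 note: rat C6 glioma host cells with rolipram phosphodiesterase inhibitor present; the protocol text gives 20 µM as final concentration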
# Target sequence (P43116 whole entry, looked up): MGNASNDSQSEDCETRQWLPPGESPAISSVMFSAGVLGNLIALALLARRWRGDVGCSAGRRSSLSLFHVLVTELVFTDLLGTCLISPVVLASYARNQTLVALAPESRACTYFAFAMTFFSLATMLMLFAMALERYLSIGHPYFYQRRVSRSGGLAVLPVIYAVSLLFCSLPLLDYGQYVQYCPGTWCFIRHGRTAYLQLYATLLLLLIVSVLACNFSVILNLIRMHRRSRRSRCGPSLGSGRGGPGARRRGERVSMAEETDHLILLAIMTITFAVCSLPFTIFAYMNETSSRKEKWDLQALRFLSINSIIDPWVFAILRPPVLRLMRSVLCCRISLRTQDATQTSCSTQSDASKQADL
# Numbers without * were called inactive. These rows are one share of the data; the hit share may differ from the screen's.
SMILES,EP2 antag
C=CC1=C2C=C(C3CC3)N(C3CC3)C=C2C(=O)C(C)(OC(=O)c2ccco2)C1=O (configuration not stated),12
COc1ccc2[nH]c(=O)c(CN(Cc3ccco3)S(=O)(=O)c3c(C)ccc4nsnc34)cc2c1,46*
COc1ccc(Cl)cc1NC(=O)CSc1nc2sc(C)c(C)c2c(=O)[nH]1,28
O=C(NCc1nc(-c2cccnc2)n[nH]1)C1(c2ccccc2)CC1,2
CCn1c(NN)nc2c1c(=O)[nH]c(=O)n2C,6
COc1cc(C2C(C#N)=C(N)OC3=C2C(=O)CCC3)ccc1OCc1ccccc1F (configuration not stated),9
COc1ccc2[nH]c3c(c2c1)CCNC3=O,12
CCN1CCCC1CNCC(=O)Nc1ccc(C)c(Br)c1 (configuration not stated),14
CCn1nnc(NC(=O)COc2cc(C)c(Cl)c(C)c2)n1,12
COc1cccc(C2CC(C(F)(F)F)n3ncc(C(=O)N(C)C4CCCCC4)c3N2)c1 (configuration not stated),7
Cc1ccc(S(=O)(=O)Oc2cc(S(=O)(=O)O)cc3cc(S(=O)(=O)O)cc(N)c23)cc1,61*
Cc1ccc(S(=O)(=O)O[C@H]2C[C@@H](C(C)(C)C)CC[C@@H]2c2ccccc2)cc1,43*

# A second format for part of the listing above.
Structure: COc1ccc2[nH]c(=O)c(CN(Cc3ccco3)S(=O)(=O)c3c(C)ccc4nsnc34)cc2c1
- EP2 antag: 46*
Structure: COc1ccc(Cl)cc1NC(=O)CSc1nc2sc(C)c(C)c2c(=O)[nH]1
- EP2 antag: 28
Structure: O=C(NCc1nc(-c2cccnc2)n[nH]1)C1(c2ccccc2)CC1
- EP2 antag: 2

# The listing continues.
SMILES,EP2 antag
Nc1ccccc1C#Cc1cnccn1,6
Cc1ccc2cc(C(c3nnnn3C3CCCC3)N3CCC(Cc4ccccc4)CC3)c(=O)[nH]c2c1 (configuration not stated),16
CNC(C)C#Cc1ccc2c(=O)c3cc(C)c(C)cc3oc2c1 (configuration not stated),-2
COc1ccc(Cl)cc1NC(=O)Cn1cnc2sc3c(c2c1=O)CCCC3,9
COc1ccc(-c2nnc(SCC(=O)N(Cc3ccccc3)C(C)(C)C)o2)c(OC)c1,8
COc1ccccc1-n1c(SCC(=O)N2CCOCC2)nnc1-c1ccncc1,14
COc1cc2[nH]c(=O)c(C(=O)NCCCc3ccccc3)c(O)c2cc1OC,16
Cc1ccccc1C(=O)N1CCN(c2ccc(NC(=O)c3ccc([N+](=O)[O-])o3)cc2)CC1,130*
Cc1ccnc(Nc2nc(-c3ccc(F)cc3)cs2)c1,29
Cc1ccc(-c2nnn(CC(=O)N(c3ccc(Cl)cc3)C(C(=O)NC(C)(C)C)c3ccco3)n2)o1 (configuration not stated),7
O=C1CCc2cc(S(=O)(=O)NC(CN3CCOCC3)c3ccccc3)ccc2N1 (configuration not stated),4
CCn1c(SCC(=O)N2c3ccc(F)cc3CCC2C)nc2ccccc2c1=O (configuration not stated),6
Cc1ccc(C)c(OCC(=O)Nc2nc3ccc(S(C)(=O)=O)cc3s2)c1,9
O=C(CSc1nnc(COc2cccc3ccccc23)o1)c1ccccc1,4
COCCN1C(=O)N[C@@H](CCc2ccccc2)[C@@H](C(=O)OC)[C@H]1C,14
O=C(O)[C@H](O)[C@@](O)(Cc1ccc(O)cc1)C(=O)O,9
O=C1CC2(CCCCCC2)Oc2ccc(Cl)cc21,5
O=C(Cn1ncc2cccn2c1=O)NCc1cccs1,0
COc1ccc2cc(CN(C(=O)c3sc4ccccc4c3Cl)C3CCCC3)c(=O)[nH]c2c1,6
COC(=O)c1c(NC(=O)c2ccccc2)sc(C(=O)Nc2ccccc2OC)c1C,25
CC(=O)C=NCC(=O)O,4
COc1ccc2cc(C(c3nnnn3C3CCCC3)N3CCN(C)CC3)c(=O)[nH]c2c1 (configuration not stated),12
O=C(CCNc1n[nH]c(=O)[nH]c1=O)NCc1ccco1,11
CCCn1ncc(C(=O)N2CCC3(CC2)NC(=O)c2cccnc2N3C)c1C,12
CCOc1ccccc1NC(=O)CSc1nc(C2CC2)nc2sc(C)c(C)c12,9
Cc1ccc(C)c(/C(=N/N=C(N)N)C2CC2)c1,8
COCCCNC(=S)N1CCC(NC(=O)Nc2ccc(F)cc2)CC1,4
COCCn1c(SCC(=O)Nc2cccc(F)c2)nnc1-c1ccoc1C,9
COc1cc(CN2CCc3c(nc(N4CCCC(C)C4)[nH]c3=O)C2)ccc1O (configuration not stated),7
COC(=O)c1c(NC(=O)c2ccco2)sc(C(=O)Nc2cccc(Cl)c2C)c1C,26
COc1ccc(C2/C(=C(/O)c3ccc(Cl)cc3)C(=O)C(=O)N2CC(C)O)cc1OC (configuration not stated),6
COc1cccc(OC)c1C(=O)N(C)c1nc(-c2ccc(F)cc2)cs1,7
COc1ccc(S(=O)(=O)N2CCC(c3nc(-c4ccncc4)n[nH]3)CC2)cc1,5
CCc1c(O)nc(SCC(=O)Nc2ccc(C(=O)OC)cc2)[nH]c1=O,7
CCCC(c1nnnn1Cc1ccccc1)N(Cc1cc2cc(C)ccc2[nH]c1=O)C1CCCCC1 (configuration not stated),22
COc1ccc(OCc2nc(-c3cccc(C)c3)no2)cc1,10
O=C(C1CCCCC1)N1CCC(c2nc3c(nnn3Cc3ccccc3)c(=O)[nH]2)CC1,9
CCC(CN1CCOCC1)NC(=O)Cc1sc(C)nc1-c1ccc(C)c(C)c1 (configuration not stated),12
CCOC(=O)c1ccc(NC(=S)Nc2ccccc2N)cc1,3
COc1ccc2c(c1)cc(C)c1nn(CC(=O)N3CCNC(=O)C3(C)C)c(=O)n12,8
COc1cccc(N(C(=O)c2cnsn2)C(C(=O)NC2CCCCC2)c2ccccc2)c1 (configuration not stated),10
Cc1cc(C)c2cc(C(c3nnnn3C(C)(C)C)N3CCCc4ccccc43)c(=O)[nH]c2c1 (configuration not stated),10
CCOC(=O)c1cnc(SCC(=O)OC2CCCCC2)nc1N,5
O=C(/C=C\Nc1ccc2[nH]ncc2c1)c1ccco1,8
Cc1ccc2[nH]c(=O)c(CN(C3CCCC3)S(=O)(=O)c3ccccc3Cl)cc2c1,5
COc1ccc(N2CC(O)=C(c3nc4ccccc4c(=O)[nH]3)C2=N)cc1Cl,3
CC(=O)NNC(=O)CSc1nc(CCc2ccccc2)nc2sc3c(c12)CCCC3,8
CCN1CCN(C(=O)C(C)Oc2ccc(Cl)cc2Cl)CC1 (configuration not stated),6

# Two successive entries out of the list so far, for reference:
SMILES,EP2 antag
CCC(CN1CCOCC1)NC(=O)Cc1sc(C)nc1-c1ccc(C)c(C)c1 (configuration not stated),12
CCOC(=O)c1ccc(NC(=S)Nc2ccccc2N)cc1,3

# Next section.
SMILES,EP2 antag
Cc1cc(CNC(=O)c2c(-c3ccncc3)noc2C)c2[nH]c(C)c(C)c2c1,3
Cc1ccc2cc(C(c3nnnn3C3CCCCC3)N3CCCc4ccccc43)c(=O)[nH]c2c1C (configuration not stated),8
COc1ccc(NC(=O)Cn2cnc3c2c(=O)n(C)c(=O)n3C)cc1Cl,7
CCC(=O)Nc1ccc2c(c1)ncn2C(C)(C)C,9
CC(=O)N1CCN(c2cc(Cl)ccc2C)CC1,5
FC(F)(F)c1ccccc1C1=CC(c2ccccc2)n2ncnc2N1 (configuration not stated),7
CCC1c2ccsc2CCN1Cc1ccc(OC)c(OCCOC)c1 (configuration not stated),-1
CCOc1cccc(NC(=O)C2CCN(c3nc(C)cc(C)n3)CC2)c1,13
Cc1cc[nH]c(=O)c1NCc1cc2c(C)nn(-c3ccccc3)c2[nH]c1=O,46*
CCc1c(C)c2ccc(OCC(=O)Nc3ccc(OC)cc3)cc2oc1=O,8
Cc1cccc2cc(C(c3nnnn3C3CCCCC3)N3CCN(Cc4ccccc4)CC3)c(=O)[nH]c12 (configuration not stated),16
O=C(CC1NC(=O)c2ccccc21)NCCc1nc(-c2ccncc2)n[nH]1 (configuration not stated),4

# In the list so far, 2 have a COOH group:
SMILES,EP2 antag
O=C(O)[C@H](O)[C@@](O)(Cc1ccc(O)cc1)C(=O)O,9
CC(=O)C=NCC(=O)O,4

# Following part:
SMILES,EP2 antag
CCOC(=O)C1Nc2ccc(C(F)(F)F)cc2C2C=CCC12 (configuration not stated),14
C=CCn1ncc(CN(Cc2ccc(C)o2)C2CC(C)(C)NC(C)(C)C2)c1C,7
O=C(CNC1CC1)NCc1cccs1,11
Cc1cc2cc(CN(CCO)C(=S)NCCCN3CCOCC3)c(=O)[nH]c2cc1C,9
Cc1ccnn1CCC(=O)N[C@H](Cn1nnc2ccccc21)C(C)C,7
Cc1ccc(CN2[C@@H](CC(C)C)COCCS2(=O)=O)cc1,14
C[C@@H](Cn1nnc2ccccc21)NC(=O)c1ccc2c(c1)CCN2S(C)(=O)=O,12
COc1cccc(OCCSc2nnc(-c3ccccc3)n2N)c1,7
O=C(CNS(=O)(=O)c1cccs1)N1CCN(C2CCCCC2)C(=O)C1,6
COc1ccc(/C=C\c2[nH]c(=O)[nH]c(=O)c2[N+](=O)[O-])c2ccccc12,8
N=C(N)SC(c1ccccc1)c1ccccc1,36
COc1ccc(Nc2nc(=O)c3cccnc3s2)cc1,7
COc1ccc(O)c(CN(Cc2cccnc2)C2CC(C)(C)NC(C)(C)C2)c1,10
C#C[C@]1(OC(C)=O)CCC2C3CCC4=CC(=O)CC[C@@H]4C3CC[C@@]21C (some centres not stated),14
COc1cc2cc3c(N)c(C(=O)NCC4CCCO4)sc3nc2cc1OC (configuration not stated),16
O=C(O)c1cc(Cl)c(Cl)cc1C(=O)NCCc1ccncc1,14
CNC(=S)N(Cc1ccco1)Cc1cc2cc(C)cc(C)c2[nH]c1=O,11
CCCC(c1nnnn1CC1CCCO1)N1CCN(c2ccc(OC)cc2)CC1 (configuration not stated),12
CN(C)CCCNC(=O)C(=O)NCc1ccc2c(c1)OCO2,5
CC(=O)NC1(c2ccc(F)cc2)CCN(Cc2cc3c(cc2C)OCO3)CC1,3
COc1ccc(N2CCN(C(=O)CN3CCc4nc(C)[nH]c(=O)c4C3)CC2)cc1,4
Cc1ccc2cc(C)c3nnc(SCC(=O)N(C)c4nc(-c5ccccc5)cs4)n3c2c1,7
COC(=O)C1CC(=O)N(c2ccc(F)cc2)C1 (configuration not stated),5
C=C(C)CC(Nc1ccc(C)cc1)c1ccco1 (configuration not stated),19
CCOCCCNC(=O)Cn1nc(-c2ccc(OC)c(OC)c2)ccc1=O,8
Cc1ccc(CNC(=O)C(OC(=O)c2cccs2)C(C)C)cc1 (configuration not stated),5
OC[C@@H](O)[C@@H](O[C@@H]1O[C@H](CO)[C@@H](O)[C@H](O)[C@H]1O)[C@H](O)[C@@H](O)CO,11
CC1Cc2ccccc2N1C(=O)CN1C(=O)N(C)N(C)c2ncccc21 (configuration not stated),6
CC(C)N1C(=O)C2C(C(=O)NCc3ccccc3)C3(C)C=CC2(O3)C1C(=O)NC(C)(C)C (configuration not stated),5
CCOc1ccc(N(C(C)C(=O)NCc2cccnc2)S(C)(=O)=O)cc1 (configuration not stated),15
Cc1ccccc1OCC(=O)N1N=C(C(C)C)CC1(O)C(F)(F)F (configuration not stated),12
COc1ccc(N(CCc2ccccn2)C(=O)c2cnc(C(C)(C)C)nc2)cc1,4
N[C@@H](CSCc1ccccc1)C(=O)O,9
CCOC(=O)c1ccc(NC(=O)C2OCCc3ccccc32)cc1 (configuration not stated),5
O=C(Nc1ccc(N2CCN(C(=O)c3cccs3)CC2)cc1)c1ccccc1,4
CCC(C)NS(=O)(=O)c1ccc(S(=O)(=O)n2cnc3ccccc32)cc1 (configuration not stated),6
CCc1ccc(C2C(C#N)=C(N)Oc3n[nH]c(C(C)C)c32)cc1 (configuration not stated),10
COc1ccc(N(CC(O)CN2CCC(C)CC2)S(=O)(=O)c2ccccc2)cc1 (configuration not stated),7
CN(Cc1cc(=O)[nH]c2ccccc12)C(=O)c1cnn(-c2ccc(F)cc2)c1,5
COc1ccc(CC(=O)NCc2nc(-c3ccncc3)n[nH]2)cc1OC,7
COc1ccc(C2CCN(CC(=O)NC3CCCC3)CC2)cc1,5
CC1CCCCN1C(=O)CSc1nnc(CNc2cccc(C(F)(F)F)c2)n1C (configuration not stated),14
COc1ccc(-c2nc3n(c2NC(C)(C)C)CCN(Cc2cnn(C)c2C)C3)cc1OC,8
CC1CCN(C(=O)C2CCN(Cc3ccc(F)cc3)CC2)CC1,10
CN(C)CCOc1nc2c(c(=O)n(C)c(=O)n2C)n1Cc1cccc2ccccc12,8
CC(=O)N1CCN(c2ccc(NC(=O)COc3ccc(C)cc3C)cc2)CC1,19
COc1ccc(N(CC(=O)NCC2CCCO2)C(=O)CCC(=O)Nc2ccccn2)cc1 (configuration not stated),7
COc1ccc(F)cc1S(=O)(=O)NCC1CCCO1 (configuration not stated),17

# Some of these compounds in order of formula weight, ascending:
SMILES,EP2 antag
COc1ccc(CC(=O)NCc2nc(-c3ccncc3)n[nH]2)cc1OC,7
CN(Cc1cc(=O)[nH]c2ccccc12)C(=O)c1cnn(-c2ccc(F)cc2)c1,5
COc1ccc(N(CC(=O)NCC2CCCO2)C(=O)CCC(=O)Nc2ccccn2)cc1 (configuration not stated),7

# The list goes on.
SMILES,EP2 antag
CCn1cc(C(O)CN2CCC3(CC2)CC(O)c2cc(C)ccc2O3)c2ccccc21 (configuration not stated),7
COc1ccc(/C(O)=C2/C(=O)C(=O)NC2c2cccc(F)c2)cc1OC (configuration not stated),18
Cn1c(N2CCC(C(=O)NCc3cccc(F)c3)CC2)nc2ccccc21,5
Cc1cc(C)cc(NC(=O)C2CC(=O)n3c(nc4ccccc43)N2)c1 (configuration not stated),6
CCCCCCCCCCCCCc1ccco1,10
O=C(c1c[nH]c2ccc(F)cc2c1=O)N1CCN(C2CCCCC2)CC1,10
